Rab2 wt GTP: changes GTP binding to wildtype dog Rab2A, up or down; 190,000 tested, 0.19% active; GTP binding activity, % at 10 µM; GST-Rab2 wt beads, Bodipy-GTP binding, flow cytometry;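 active = GTP binding activity at least 20 points away from 100%, either lowered or raised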;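 also: 0% = beads with excess unlabeled GTP and 100% = no-compound control corrected for plate trend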
Avidin fluor: avidin bead compound fluorescence profile. Avidin beads, compound fluorescence 488/530 nm, flow cytometry; active compounds read high. fluorescence (KMESF) at 10 µM. 220,000 tested, 0.38% active; in the data active = fluorescence above about 47; also: inactives centre near 10
Mcl1 Noxa PPI: Mcl-1/Noxa interaction inhibition; TR-FRET Mcl-1/Noxa peptide binding, 2 h; inhibition, % at 21.7 µM; 220,000 tested, 1.5% active; AID 1022;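 active = compounds that cut the protein-peptide binding signal by more than 50% relative to plate controls in a single-dose test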;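 also: His-tagged Mcl-1 with rhodamine Noxa BH3 peptide and terbium anti-His antibody; 0% = Mcl-1 plus Noxa peptide wells and 100% = peptide-only wells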
Target sequence (Q07820 whole entry, looked up): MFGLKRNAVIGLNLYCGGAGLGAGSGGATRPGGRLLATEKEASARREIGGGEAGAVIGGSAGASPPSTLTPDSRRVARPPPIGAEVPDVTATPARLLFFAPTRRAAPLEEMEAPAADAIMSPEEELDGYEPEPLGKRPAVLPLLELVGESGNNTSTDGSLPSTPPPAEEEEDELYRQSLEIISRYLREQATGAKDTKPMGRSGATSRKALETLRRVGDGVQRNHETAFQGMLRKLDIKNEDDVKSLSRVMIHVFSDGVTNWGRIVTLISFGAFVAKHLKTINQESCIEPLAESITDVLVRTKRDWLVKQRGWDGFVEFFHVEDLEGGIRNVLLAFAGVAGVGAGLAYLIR
Cdc42 wt: modulators (inhibitors or activators) of GTP binding to human Cdc42 wildtype | P60953 | GST-Cdc42 beads, Bodipy-GTP binding, flow cytometry; actives lie on both sides | percent activity (GTP binding), % at 10 µM | 190,000 tested, 0.2% active | AID 761;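 active = percent activity GTP binding at least 20 points away from the 100% baseline, either down as inhibitor or up as activator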;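 also: median bead fluorescence of bound Bodipy-FL-GTP at 100 nM; 0% = excess unlabeled GTP control and 100% = no compound control; below 100% means less GTP binding so inhibitor and above means activator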
Target sequence (P60953 whole entry, looked up): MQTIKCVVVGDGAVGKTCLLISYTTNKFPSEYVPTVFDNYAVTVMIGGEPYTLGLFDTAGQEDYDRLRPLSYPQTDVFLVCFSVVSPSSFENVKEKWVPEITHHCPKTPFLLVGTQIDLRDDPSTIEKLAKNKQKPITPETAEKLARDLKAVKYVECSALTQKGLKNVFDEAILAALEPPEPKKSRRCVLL
Pf gamet viab: P. falciparum stage V gametocyte viability inhibition; P. falciparum stage V gametocytes, ATP luminescence, 24 h; inhibition, % at 10.9 µM; 150,000 tested, 0.065% active;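 active = inhibition above the mean plus 3 SD of compounds within the control limits, set per campaign, cut at about 38% in these data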;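 also: 0% = DMSO wells and 100% = medium only without gametocytes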
Mcl1-Bid inh: Mcl-1/Bid interaction inhibition; Q07820; TR-FRET Mcl-1/Bid-Dy647 peptide binding, 1536-well; inhibition, % at 21.7 µM; 220,000 tested, 0.97% active;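 active = compounds that cut the binding signal by more than half at the single screening dose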;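 also: His-tagged Mcl-1 with europium anti-His antibody binding Bid BH3 peptide; 0% = Mcl-1 plus peptide wells and 100% = peptide-only wells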
Bim-Mcl-1: inhibitors of Bim-Mcl-1 interaction, human | Bead-based flow cytometry, Bim peptide-Mcl-1 binding | inhibition, % at 10 µM | Q07820 | 190,000 tested, 0.1% active; in the data active = inhibition above about 40%;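 also: 0% = no compound tracer wells and 100% = peptide blocker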
Rac1 wt modul: human Rac1 wildtype GTP binding, inhibitors and activators | GST-Rac1 beads, fluorescent GTP binding, flow cytometry; actives lie on both sides; 0 = cold GTP competed, 100 = untreated | GTP binding activity (% of control), % at 10 µM | 190,000 tested, 0.27% active;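 active = GTP binding activity at least 20 points away from the 100% control level, either lower or higher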
Rac1 mut GTP: alters GTP binding to activated mutant human Rac1 | 190,000 tested, 0.11% active | GST-Rac1 activated beads, fluorescent GTP binding, flow cytometry; actives lie on both sides; 100% means binding = to untreated wells | AID 764 | percent activity (GTP binding), % at 10 µM;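 active = GTP binding at least 20 percentage points away from the 100% baseline, in either direction, so actives lie on both sides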
Rab7 wt modul: dog Rab7 wildtype GTP binding, inhibitors and activators | GST-Rab7 beads, fluorescent GTP binding, flow cytometry; actives lie on both sides; untreated = 100%, excess cold GTP = 0% | GTP binding activity (percent of control), % at 10 µM | 190,000 tested, 0.055% active;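 active = fluorescent GTP binding to Rab7 beads changed by at least 20 points from the 100% baseline, either direction, mostly lower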;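 also: median green fluorescence of bound Bodipy-FL-GTP per Rab7 bead population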
HRas wt GTP: changes GTP binding to wildtype human HRas; P01112; GST-Ras wt beads, Bodipy-FL-GTP binding, flow cytometry; actives lie on both sides; GTP binding activity, % at 10 µM; 190,000 tested, 0.14% active; AID 759;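 active = GTP binding activity at least 20% away from the 100% baseline, either lowered as inhibitor or raised as activator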;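 also: 0% = unlabeled GTP competition control and 100% = no-compound control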
Target sequence (P01112 whole entry, looked up): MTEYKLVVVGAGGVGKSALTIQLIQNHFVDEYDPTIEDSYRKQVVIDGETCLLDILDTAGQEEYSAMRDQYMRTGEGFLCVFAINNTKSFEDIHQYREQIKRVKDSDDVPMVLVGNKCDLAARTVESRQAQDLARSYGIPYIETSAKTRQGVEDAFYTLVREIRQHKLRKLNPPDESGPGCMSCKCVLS
Active calls of the source: *; / = not tested or not shown.

SMILES	Rab2 wt GTP	Avidin fluor	Mcl1 Noxa PPI	Cdc42 wt	Pf gamet viab	Mcl1-Bid inh	Bim-Mcl-1	Rac1 wt modul	Rac1 mut GTP	Rab7 wt modul	HRas wt GTP
C=CCNC(=S)NC(=O)c1ccc(C)c(Br)c1	102	6	-3	102	-19	-11	-3	101	96	105	101
CC(NC(=O)CCC(=O)N1CCN(S(=O)(=O)c2ccc(Cl)cc2)CC1)c1ccccc1 (centres undefined)	102	16	-2	101	5	-10	-6	103	102	99	102
Cc1cc(C)cc(C(=O)NCC(=O)OCC(=O)N(C)C2CCS(=O)(=O)C2)c1 (centres undefined)	100	12	-11	98	/	4	0	99	100	100	97
COc1cccc(NC(=O)CSc2nnc3cc(C)nc(N)n23)c1	97	14	17	95	-1	-5	-1	98	95	97	100
COC(=O)c1ccccc1NC(=O)COc1ccc(S(=O)(=O)N2CCCC2)cc1C	99	8	17	100	-9	9	-3	102	99	100	101
Cn1nc(SCC(=O)O)sc1=S	101	10	-13	103	7	64*	-1	99	98	102	102
COc1cccc(Nc2ncccc2C(=O)NCc2ccccc2)c1	103	12	-4	101	/	-34	-13	107	99	102	103
O=C(c1cc([N+](=O)[O-])ccc1Cl)N1CCN(c2ccccn2)CC1	96	9	11	93	/	-24	-1	96	96	99	96
Cc1ccc(-c2nnc(-c3cccs3)o2)cc1	98	5	-18	99	-11	-12	-1	100	97	106	99
O=C(CS(=O)(=O)c1cn(Cc2ccc(Cl)cc2)c2ccccc12)N1CCCCC1	98	5	7	98	/	-16	1	105	98	99	100
Cc1[nH]n(-c2ccccc2)c(=O)c1N=Nc1ccccc1C(=O)N1CCOCC1	101	8	37	99	-33	1	-5	105	101	101	103
COC(=O)c1ccc(C(=O)OC)nc1	94	12	8	96	/	-4	-1	94	93	92	97
Cc1ccc(NC(=O)CCc2ccc(S(=O)(=O)NC3CCCCC3)cc2)cc1	96	25	21	94	4	2	-5	95	94	93	95
COc1ccc(N(CC(=O)Nc2cccc(N(C)S(C)(=O)=O)c2)S(C)(=O)=O)cc1OC	102	31	-8	102	-20	-8	0	106	101	102	101
O=C(NN=C1CCCC1)c1n[nH]c2c1CCCC2	99	21	4	97	/	-3	0	95	94	100	98
CN=C(Nc1cccc(OC)c1)SC1CC(=O)N(c2ccc(C(=O)O)cc2)C1=O (centres undefined)	97	3	22	98	0	-18	1	101	99	102	100
CCn1cc(CN2CCN(CCc3ccccc3)C(CCO)C2)c(C)n1 (centres undefined)	98	12	18	99	3	-29	-3	98	98	96	97
O=C(c1ccccc1C(=O)N(c1ccccc1)c1ccccc1)N1CCCCC1	97	6	13	99	11	6	-5	102	96	93	96
CC(=O)Nc1ccc(N(C(=O)CNC(=O)c2cccs2)C(C(=O)NC(C)(C)C)c2ccccc2)cc1 (centres undefined)	96	12	-5	97	14	-10	-1	103	97	99	100
COc1ccc(N2C(=O)C3CCCN3C2c2cccc(OC)c2OC)cc1 (centres undefined)	101	8	0	102	/	-24	-2	103	99	99	103
Cc1ccc(-n2ncc3c(=O)n(Cc4cccnc4)cnc32)cc1	98	17	-1	97	/	-15	0	97	98	99	97
Cc1cccc(Cn2c(=O)n(-c3ccc(CC(=O)NCc4ccco4)cc3)c(=O)c3sccc32)c1	102	9	15	101	/	-13	1	106	99	100	102
CN(C)c1nc(N2CCN(c3ccccc3)CC2)c(C#N)c(=O)o1	97	6	-7	99	-6	-7	-3	98	97	99	99
CN(C(=O)COC(=O)c1cc(-c2ccccc2Cl)nc2ccccc12)C1CCS(=O)(=O)C1 (centres undefined)	99	12	22	102	-23	6	-5	104	100	100	98
Cc1ccc(S(=O)(=O)Nc2ccccc2-c2ccccc2NS(=O)(=O)c2ccc(C)cc2)cc1	96	4	15	96	-7	19	-4	94	95	97	97
COc1cccc(-n2c(COc3ccc(C)cc3)nnc2SCC(N)=O)c1	99	6	13	100	/	-7	-3	103	97	99	100
COc1ccc(CN(C(=O)c2ccco2)c2ccc(C)c(C)c2)cc1	92	21	-5	91	-15	-1	0	92	92	90	91
CCC(CC)c1nnc(NC(=O)c2c(-c3ccccc3)noc2C)s1	100	6	18	97	/	0	1	100	94	103	99
COC(=O)CNC(c1ccccc1)c1cc(Br)ccc1NC(=O)CNC(=O)OCc1ccccc1 (centres undefined)	99	3	-9	96	/	5	0	101	99	100	101
O=C(NCC1OCCCN1S(=O)(=O)c1cc(F)ccc1F)C(=O)NC1CCCCCC1 (centres undefined)	98	12	3	98	18	3	-1	100	96	106	99
Cc1ccc(NC(=O)N/C=C/c2ccco2)c(C)c1	96	16	10	99	-20	-8	-1	93	95	95	97
O=C(COC(=O)CCC(=O)c1ccc(F)cc1)Nc1ccc(N2CCOCC2)cc1	93	12	3	94	/	-28	-4	92	94	95	95
CC(=O)c1ccc(N2CCN(S(=O)(=O)c3cccc4nsnc34)CC2)cc1	96	9	-3	97	-6	-5	0	97	93	98	98
CC1(C)CC(NCCN2CCN(C3=CC(=C(C#N)C#N)CC(C)(C)C3)CC2)=CC(=C(C#N)C#N)C1	95	7	13	93	-32	-17	0	96	90	106	96
CCN(CC)P(=O)(Nc1ccc([N+](=O)[O-])cc1)c1c(C)nn(CCC#N)c1NC(=O)c1ccc(Cl)cc1Cl (centres undefined)	97	9	-4	93	-4	3	0	100	94	102	95
COc1ccccc1-c1nnc(SCC(=O)Nc2ccc(S(N)(=O)=O)cc2)n1C	96	5	3	101	/	-28	0	99	97	96	100
COc1ccc(C2NC(=O)NC(O)(C(F)(F)F)C2C(=O)c2ccc(C)cc2)cc1 (centres undefined)	96	23	-4	98	/	-16	-4	96	96	97	98
O=C(Nc1nc(-c2ccccc2)cs1)Nc1ccc(F)cc1F	94	7	9	94	-15	-2	1	94	94	90	96

By substructure: those above with four or more nitrogen atoms
SMILES	Rab2 wt GTP	Avidin fluor	Mcl1 Noxa PPI	Cdc42 wt	Pf gamet viab	Mcl1-Bid inh	Bim-Mcl-1	Rac1 wt modul	Rac1 mut GTP	Rab7 wt modul	HRas wt GTP
COc1cccc(NC(=O)CSc2nnc3cc(C)nc(N)n23)c1	97	14	17	95	-1	-5	-1	98	95	97	100
O=C(c1cc([N+](=O)[O-])ccc1Cl)N1CCN(c2ccccn2)CC1	96	9	11	93	/	-24	-1	96	96	99	96
Cc1[nH]n(-c2ccccc2)c(=O)c1N=Nc1ccccc1C(=O)N1CCOCC1	101	8	37	99	-33	1	-5	105	101	101	103
O=C(NN=C1CCCC1)c1n[nH]c2c1CCCC2	99	21	4	97	/	-3	0	95	94	100	98
CCn1cc(CN2CCN(CCc3ccccc3)C(CCO)C2)c(C)n1 (centres undefined)	98	12	18	99	3	-29	-3	98	98	96	97
CC(=O)Nc1ccc(N(C(=O)CNC(=O)c2cccs2)C(C(=O)NC(C)(C)C)c2ccccc2)cc1 (centres undefined)	96	12	-5	97	14	-10	-1	103	97	99	100
Cc1ccc(-n2ncc3c(=O)n(Cc4cccnc4)cnc32)cc1	98	17	-1	97	/	-15	0	97	98	99	97
CN(C)c1nc(N2CCN(c3ccccc3)CC2)c(C#N)c(=O)o1	97	6	-7	99	-6	-7	-3	98	97	99	99
COc1cccc(-n2c(COc3ccc(C)cc3)nnc2SCC(N)=O)c1	99	6	13	100	/	-7	-3	103	97	99	100
CCC(CC)c1nnc(NC(=O)c2c(-c3ccccc3)noc2C)s1	100	6	18	97	/	0	1	100	94	103	99
CC(=O)c1ccc(N2CCN(S(=O)(=O)c3cccc4nsnc34)CC2)cc1	96	9	-3	97	-6	-5	0	97	93	98	98
CC1(C)CC(NCCN2CCN(C3=CC(=C(C#N)C#N)CC(C)(C)C3)CC2)=CC(=C(C#N)C#N)C1	95	7	13	93	-32	-17	0	96	90	106	96
CCN(CC)P(=O)(Nc1ccc([N+](=O)[O-])cc1)c1c(C)nn(CCC#N)c1NC(=O)c1ccc(Cl)cc1Cl (centres undefined)	97	9	-4	93	-4	3	0	100	94	102	95
COc1ccccc1-c1nnc(SCC(=O)Nc2ccc(S(N)(=O)=O)cc2)n1C	96	5	3	101	/	-28	0	99	97	96	100

High-throughput results: PubChem BioAssay, several laboratories
